Screening data deposited in PubChem BioAssay by Broad Institute.
INS-1E ATP HTS: protection of INS-1E cells from cytokine death, primary screen, ATP luminescence, single point. protection from cytokine-induced ATP loss, % at 10 µM. actives 0.1% (n = 20,000). INS-1E cytokine-induced death, 48 h; normalised: neutral wells 0, positive control 100. AID 488910, 2010;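 active means mean replicate protection from cytokine-induced ATP loss at least 50% and at least 75% of replicates each reaching 50%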
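Material: INS-1E rat cells; Quantity: 8000 cells/well; Buffer or medium: phenol-red-free RPMI with 5% fetal bovine serum; Probe or stimulus: cytokine cocktail of IFN-γ, TNF-α and IL-1β; Compound dosing: single test concentration per compound, delivered by pin transfer; Incubation: 48 h co-treatment, 10 min post-lysis read; Signal: CellTiter-Glo luminescence.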
T cruzi intra: inhibitors of intracellular Trypanosoma cruzi, primary screen, cell-based, plate reader, single point, set 2 | activity score (inhibition), % at 5.01 µM | intracellular Trypanosoma cruzi in host cells | AID 651903, 2012 | actives 4.9% (n = 22,000); in the data active means activity score above about 55%;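 further: parasites and compound incubated about four days before reading; 0% = median of neutral control wells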
The depositor's hits bear a star.

For C[C@@H]1CCCCO[C@@H](CN(C)C(=O)CCCN(C)C)[C@@H](C)CN([C@H](C)CO)C(=O)c2cc(NS(=O)(=O)c3cn(C)cn3)ccc2O1 the results were INS-1E ATP HTS 0.2 and T cruzi intra -26.4.
COc1ccc(S(=O)(=O)N(C)C[C@@H]2Oc3c(cccc3N(C)C)C(=O)N([C@@H](C)CO)C[C@H]2C)cc1 was read as INS-1E ATP HTS -2.0 and T cruzi intra 0.8.
Screening C[C@@H]1CN([C@@H](C)CO)C(=O)c2cccc(NC(=O)c3ccncc3)c2O[C@@H]1CN(C)Cc1ccc(C(=O)Nc2ccccc2N)cc1 returned INS-1E ATP HTS 32.1 and T cruzi intra 37.6.
`COc1ccc(CN(C)C[C@H]2Oc3ccc(NC(=O)Nc4ccc(F)cc4)cc3C(=O)N([C@@H](C)CO)C[C@H]2C)cc1` gave INS-1E ATP HTS 2.5 and T cruzi intra -6.8.
For C[C@H]1CN([C@@H](C)CO)C(=O)Cc2cc(N(C)C)ccc2O[C@H]1CN(C)C(=O)Nc1ccc2c(c1)OCO2 the results were INS-1E ATP HTS 7.7 and T cruzi intra -21.6.
`COc1ccccc1NC(=O)N(C)C[C@@H]1OCc2cnnn2CCCC(=O)N([C@H](C)CO)C[C@H]1C` gave T cruzi intra -3.3.
Screening Cc1cc(C(=O)Nc2cccc3c2O[C@H](CN(C)C(=O)Nc2ccc4c(c2)OCO4)[C@H](C)CN([C@H](C)CO)C3=O)n(C)n1 returned INS-1E ATP HTS 12.4 and T cruzi intra 3.0.
`C[C@@H]1CCCCO[C@H](CN(C)Cc2ccc(C(F)(F)F)cc2)[C@@H](C)CN([C@H](C)CO)C(=O)c2cc(NS(C)(=O)=O)ccc2O1` gave INS-1E ATP HTS 6.4 and T cruzi intra 17.6.
For C[C@@H]1CN([C@@H](C)CO)C(=O)Cc2cc(NS(=O)(=O)c3cccs3)ccc2O[C@@H]1CN(C)Cc1ccc2c(c1)OCO2 the results were INS-1E ATP HTS 2.0 and T cruzi intra -7.3.
Screening C[C@H]1CN([C@@H](C)CO)C(=O)c2cc(NC(=O)Nc3ccccc3)ccc2O[C@H]1CN(C)Cc1ccncc1 returned INS-1E ATP HTS 1.1 and T cruzi intra -8.7.
For COc1ccc(CN(C)C[C@H]2Oc3ccc(NC(=O)Nc4ccccc4)cc3CC(=O)N([C@@H](C)CO)C[C@@H]2C)cc1 the results were INS-1E ATP HTS 3.3 and T cruzi intra 28.3.
`Cc1noc(C)c1S(=O)(=O)Nc1ccc2c(c1)C(=O)N([C@@H](C)CO)C[C@H](C)[C@H](CN(C)C(=O)Nc1ccc(C(F)(F)F)cc1)O2` gave T cruzi intra -5.6.
C[C@@H]1CN([C@H](C)CO)C(=O)Cc2cc(NC(=O)NC3CCCCC3)ccc2O[C@@H]1CN(C)Cc1ccc2c(c1)OCO2 was read as INS-1E ATP HTS -2.1 and T cruzi intra 7.4.
C[C@@H]1CN([C@H](C)CO)C(=O)Cc2cc(NC(=O)Cc3ccccc3)ccc2O[C@@H]1CN(C)S(=O)(=O)c1ccc(Cl)cc1 was read as INS-1E ATP HTS -6.7 and T cruzi intra 48.5.
COc1ccc(CN(C)C[C@@H]2Oc3ccc(NC(=O)Cc4cn(C)c5ccccc45)cc3CC(=O)N([C@H](C)CO)C[C@H]2C)cc1 was read as INS-1E ATP HTS -8.1 and T cruzi intra 65.1*.
COc1ccc(S(=O)(=O)Nc2ccc3c(c2)CC(=O)N([C@@H](C)CO)C[C@@H](C)[C@@H](CN(C)S(=O)(=O)c2ccc(C)cc2)O3)cc1 was read as INS-1E ATP HTS 7.0 and T cruzi intra 63.1*.
Screening C[C@H]1CN([C@@H](C)CO)C(=O)CCCn2nncc2CO[C@H]1CN(C)C(=O)C1CC1 returned T cruzi intra -23.0.
For Cc1noc(C)c1S(=O)(=O)N(C)C[C@@H]1Oc2ccc(NC(=O)Nc3ccc(F)cc3)cc2CC(=O)N([C@@H](C)CO)C[C@@H]1C the results were INS-1E ATP HTS 2.9 and T cruzi intra -15.6.
Screening COc1ccc(S(=O)(=O)Nc2cccc3c2O[C@H](CN(C)S(=O)(=O)c2ccc(OC)cc2)[C@@H](C)CN([C@@H](C)CO)C3=O)cc1 returned INS-1E ATP HTS 2.3 and T cruzi intra 7.5.
Cc1ccc(S(=O)(=O)Nc2ccc3c(c2)C(=O)N([C@H](C)CO)C[C@H](C)[C@@H](CN(C)Cc2ccccc2)O3)cc1 was read as INS-1E ATP HTS 0.7 and T cruzi intra 18.5.
For COc1ccc(NC(=O)N(C)C[C@H]2Oc3ccc(NS(=O)(=O)c4ccc(F)cc4)cc3CC(=O)N([C@@H](C)CO)C[C@@H]2C)cc1 the results were INS-1E ATP HTS 2.7 and T cruzi intra -5.7.
C[C@H]1CN([C@@H](C)CO)C(=O)c2cccc(NC(=O)NC3CCCCC3)c2O[C@@H]1CN(C)CC1CCCCC1 was read as INS-1E ATP HTS -11.7 and T cruzi intra 19.0.
For Cc1noc(C)c1S(=O)(=O)N(C)C[C@@H]1Oc2ccc(NS(=O)(=O)c3ccccc3)cc2CC(=O)N([C@H](C)CO)C[C@@H]1C the results were INS-1E ATP HTS 6.9 and T cruzi intra 3.8.
CC(C)NC(=O)N(C)C[C@@H]1Oc2ccc(NC(=O)Cc3cn(C)c4ccccc34)cc2CC(=O)N([C@H](C)CO)C[C@H]1C was read as INS-1E ATP HTS 12.0 and T cruzi intra -8.9.

By substructure, those above with a CF3 group.
`C[C@@H]1CCCCO[C@H](CN(C)Cc2ccc(C(F)(F)F)cc2)[C@@H](C)CN([C@H](C)CO)C(=O)c2cc(NS(C)(=O)=O)ccc2O1` gave INS-1E ATP HTS 6.4 and T cruzi intra 17.6.
`Cc1noc(C)c1S(=O)(=O)Nc1ccc2c(c1)C(=O)N([C@@H](C)CO)C[C@H](C)[C@H](CN(C)C(=O)Nc1ccc(C(F)(F)F)cc1)O2` gave T cruzi intra -5.6.

More structures follow.
For Cc1ccc(S(=O)(=O)Nc2ccc3c(c2)C(=O)N([C@H](C)CO)C[C@@H](C)[C@@H](CN(C)Cc2ccc(C(=O)Nc4ccccc4N)cc2)O3)cc1 the results were INS-1E ATP HTS 31.0 and T cruzi intra 30.4.
`COc1ccc(NC(=O)Nc2ccc3c(c2)C(=O)N([C@@H](C)CO)C[C@@H](C)[C@@H](CN(C)Cc2ccc(C(F)(F)F)cc2)O3)cc1` gave INS-1E ATP HTS -23.7 and T cruzi intra -3.5.
COc1ccc(NC(=O)N(C)C[C@@H]2Oc3ccc(NS(=O)(=O)c4ccc(OC)cc4)cc3C(=O)N([C@@H](C)CO)C[C@@H]2C)cc1 was read as INS-1E ATP HTS 1.9 and T cruzi intra -6.3.
Screening C[C@H](CO)N1C[C@H](C)[C@H](CN(C)C(=O)Nc2cccc(C(F)(F)F)c2)OCc2cnnn2CCCC1=O returned INS-1E ATP HTS -3.9 and T cruzi intra -5.3.
Cc1noc(C)c1NC(=O)N(C)C[C@@H]1Oc2c(NC(=O)C3CCCCC3)cccc2C(=O)N([C@@H](C)CO)C[C@H]1C was read as INS-1E ATP HTS 4.0 and T cruzi intra -4.2.
For C[C@@H]1CN([C@@H](C)CO)C(=O)c2cc(NC(=O)CCN3CCOCC3)ccc2O[C@@H]1CN(C)Cc1ccc(C(F)(F)F)cc1 the results were INS-1E ATP HTS 3.7 and T cruzi intra 8.7.
Screening C[C@@H]1CN([C@H](C)CO)C(=O)Cc2cc(NC(=O)Nc3ccc(F)cc3)ccc2O[C@@H]1CN(C)Cc1ccc(Cl)c(Cl)c1 returned INS-1E ATP HTS -13.5 and T cruzi intra 68.1*.
Screening C[C@@H]1CN([C@H](C)CO)C(=O)Cc2cc(NS(=O)(=O)c3ccccc3)ccc2O[C@@H]1CN(C)C(=O)Nc1ccc(F)cc1 returned INS-1E ATP HTS 6.2 and T cruzi intra -6.7.
Screening C[C@@H]1CN([C@@H](C)CO)C(=O)c2cc(NC(=O)CCCN(C)C)ccc2O[C@@H]1CN(C)S(=O)(=O)c1ccc(Cl)cc1 returned INS-1E ATP HTS -1.4 and T cruzi intra 5.1.
For C[C@@H]1CN([C@@H](C)CO)C(=O)CCCn2cc(nn2)CO[C@H]1CN(C)C(=O)c1ccc(N2CCN(C)CC2)cc1 the results were T cruzi intra -26.6.
Cc1noc(C)c1S(=O)(=O)Nc1ccc2c(c1)C(=O)N([C@@H](C)CO)C[C@@H](C)[C@@H](CN(C)C)O2 was read as INS-1E ATP HTS -1.3 and T cruzi intra -12.6.
Cc1noc(C)c1S(=O)(=O)Nc1cccc2c1O[C@H](CN(C)S(=O)(=O)c1cn(C)cn1)[C@H](C)CN([C@H](C)CO)C2=O was read as INS-1E ATP HTS 8.1 and T cruzi intra 0.9.
`COc1ccc(NC(=O)Nc2ccc3c(c2)C(=O)N([C@H](C)CO)C[C@H](C)[C@@H](CN(C)C)O3)cc1` gave INS-1E ATP HTS 8.8 and T cruzi intra 4.4.
For COC(=O)CCCCCCC(=O)N/N=C/[C@H](O)[C@H](O)[C@@H](O)[C@@H](O)CO the results were INS-1E ATP HTS -8.8 and T cruzi intra -9.7.
Screening COc1ccc(S(=O)(=O)N(C)C[C@H]2Oc3c(NS(=O)(=O)c4ccc(C)cc4)cccc3C(=O)N([C@H](C)CO)C[C@H]2C)cc1 returned INS-1E ATP HTS 9.5 and T cruzi intra 20.1.
Screening C[C@@H]1CCCCO[C@H](CN(C)Cc2ccccc2)[C@@H](C)CN([C@H](C)CO)C(=O)c2cc(NS(=O)(=O)c3ccc(Cl)cc3)ccc2O1 returned INS-1E ATP HTS -9.7 and T cruzi intra 7.3.
`C[C@@H]1CN([C@@H](C)CO)C(=O)CCCn2cc(nn2)CO[C@H]1CN(C)Cc1ccc(Oc2ccccc2)cc1` gave INS-1E ATP HTS -2.0 and T cruzi intra 67.5*.
`C[C@@H]1CN([C@H](C)CO)C(=O)c2cc(NC(=O)CCCN(C)C)ccc2O[C@@H]1CN(C)Cc1ccccc1` gave INS-1E ATP HTS 3.9 and T cruzi intra -34.6.
For COc1ccc(S(=O)(=O)N(C)C[C@H]2Oc3ccc(NC(=O)CCCCCC(=O)Nc4ccccc4N)cc3C(=O)N([C@H](C)CO)C[C@H]2C)cc1 the results were INS-1E ATP HTS -6.4 and T cruzi intra 7.4.
For CC(C)NC(=O)N(C)C[C@H]1Oc2ccc(NC(=O)CCN3CCOCC3)cc2CC(=O)N([C@@H](C)CO)C[C@H]1C the results were INS-1E ATP HTS 10.8 and T cruzi intra 2.9.
C[C@H](CO)N1C[C@H](C)[C@H](CN(C)S(C)(=O)=O)Oc2ccc(NC(=O)Nc3ccc(C(F)(F)F)cc3)cc2CC1=O was read as INS-1E ATP HTS 6.4 and T cruzi intra -5.5.
For Cc1noc(C)c1NC(=O)Nc1ccc2c(c1)CC(=O)N([C@@H](C)CO)C[C@H](C)[C@@H](CN(C)C)O2 the results were INS-1E ATP HTS 3.5 and T cruzi intra -11.6.
For C[C@H](CO)N1C[C@H](C)[C@@H](CN(C)C(=O)Nc2ccc(-c3cccs3)cc2)OCc2cn(nn2)CCCC1=O the results were T cruzi intra -18.4.
Screening C[C@@H]1CN([C@@H](C)CO)C(=O)CCCn2nncc2CO[C@H]1CN(C)C(=O)Nc1ccc(F)cc1 returned INS-1E ATP HTS 1.3 and T cruzi intra -3.2.

Brought forward from above: 3 compounds, followed by the next part.
For Cc1noc(C)c1NC(=O)Nc1ccc2c(c1)CC(=O)N([C@@H](C)CO)C[C@H](C)[C@@H](CN(C)C)O2 the results were INS-1E ATP HTS 3.5 and T cruzi intra -11.6.
For C[C@H](CO)N1C[C@H](C)[C@@H](CN(C)C(=O)Nc2ccc(-c3cccs3)cc2)OCc2cn(nn2)CCCC1=O the results were T cruzi intra -18.4.
Screening C[C@@H]1CN([C@@H](C)CO)C(=O)CCCn2nncc2CO[C@H]1CN(C)C(=O)Nc1ccc(F)cc1 returned INS-1E ATP HTS 1.3 and T cruzi intra -3.2.
Screening C[C@@H]1CN([C@H](C)CO)C(=O)Cc2cc(NC(=O)C3CCCCC3)ccc2O[C@H]1CN(C)C(=O)NC1CCCCC1 returned INS-1E ATP HTS 3.4 and T cruzi intra -0.6.
Cc1noc(C)c1NC(=O)Nc1ccc2c(c1)C(=O)N([C@H](C)CO)C[C@@H](C)[C@H](CN(C)Cc1ccc(C(=O)Nc3ccccc3N)cc1)O2 was read as INS-1E ATP HTS -8.6 and T cruzi intra 44.0.
For COC(=O)N(C)C[C@@H]1OCc2cnnn2CCCC(=O)N([C@@H](C)CO)C[C@H]1C the results were T cruzi intra -18.5.
For C[C@H](CO)N1C[C@H](C)[C@H](CN(C)Cc2ccc(C(=O)O)cc2)Oc2ccc(NC(=O)c3ccncc3)cc2CC1=O the results were INS-1E ATP HTS 12.7 and T cruzi intra -19.7.
Screening CNC[C@@H]1Oc2ccc(NC(=O)Nc3ccc(OC)cc3)cc2C(=O)N([C@@H](C)CO)C[C@@H]1C returned INS-1E ATP HTS 20.5 and T cruzi intra -5.8.
C[C@H](CO)N1C[C@H](C)[C@H](CN(C)C(=O)Nc2ccc(C(F)(F)F)cc2)Oc2c(NC(=O)Nc3ccccc3)cccc2C1=O was read as INS-1E ATP HTS -7.3 and T cruzi intra 16.4.
C[C@@H]1CCCCO[C@@H](CN(C)Cc2ccc3c(c2)OCO3)[C@@H](C)CN([C@H](C)CO)C(=O)c2cc(NC(=O)C3CCCCC3)ccc2O1 was read as INS-1E ATP HTS -15.6 and T cruzi intra 6.6.
C[C@H](CO)N1C[C@H](C)[C@H](CN(C)S(=O)(=O)c2ccc(F)cc2)Oc2ccc(NC(=O)C3CCCCC3)cc2CC1=O was read as INS-1E ATP HTS 14.5 and T cruzi intra 1.5.
